Screening results as filed in PubChem BioAssay.
NALP1 inh – inhibitors of NALP1 inflammasome in yeast. 280,000 tested, 0.61% active. S. cerevisiae NALP1/ASC/caspase-1 growth, X-gal OD620, 72 h. inhibition, % at 10 µM; in the data active = inhibition mostly above about 24%, no sharp cut-off; inactive = mostly below about 32%; note: some compounds called inactive have numbers as strong as hits
IDE cell activ – boosts human insulin-degrading enzyme activity in HEK cells; 340,000 tested, 0.073% active; AID 493087; FAbeta-B cleavage, fluorescence polarization; 0% vehicle, 100% cell-free pure enzyme wells; activation, % at 5.96 µM; P14735;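 active = activation above the mean of all tested compounds plus 3 SD, set per screening campaign, cut at about 17% in these data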
Target sequence (P14735 whole entry, looked up): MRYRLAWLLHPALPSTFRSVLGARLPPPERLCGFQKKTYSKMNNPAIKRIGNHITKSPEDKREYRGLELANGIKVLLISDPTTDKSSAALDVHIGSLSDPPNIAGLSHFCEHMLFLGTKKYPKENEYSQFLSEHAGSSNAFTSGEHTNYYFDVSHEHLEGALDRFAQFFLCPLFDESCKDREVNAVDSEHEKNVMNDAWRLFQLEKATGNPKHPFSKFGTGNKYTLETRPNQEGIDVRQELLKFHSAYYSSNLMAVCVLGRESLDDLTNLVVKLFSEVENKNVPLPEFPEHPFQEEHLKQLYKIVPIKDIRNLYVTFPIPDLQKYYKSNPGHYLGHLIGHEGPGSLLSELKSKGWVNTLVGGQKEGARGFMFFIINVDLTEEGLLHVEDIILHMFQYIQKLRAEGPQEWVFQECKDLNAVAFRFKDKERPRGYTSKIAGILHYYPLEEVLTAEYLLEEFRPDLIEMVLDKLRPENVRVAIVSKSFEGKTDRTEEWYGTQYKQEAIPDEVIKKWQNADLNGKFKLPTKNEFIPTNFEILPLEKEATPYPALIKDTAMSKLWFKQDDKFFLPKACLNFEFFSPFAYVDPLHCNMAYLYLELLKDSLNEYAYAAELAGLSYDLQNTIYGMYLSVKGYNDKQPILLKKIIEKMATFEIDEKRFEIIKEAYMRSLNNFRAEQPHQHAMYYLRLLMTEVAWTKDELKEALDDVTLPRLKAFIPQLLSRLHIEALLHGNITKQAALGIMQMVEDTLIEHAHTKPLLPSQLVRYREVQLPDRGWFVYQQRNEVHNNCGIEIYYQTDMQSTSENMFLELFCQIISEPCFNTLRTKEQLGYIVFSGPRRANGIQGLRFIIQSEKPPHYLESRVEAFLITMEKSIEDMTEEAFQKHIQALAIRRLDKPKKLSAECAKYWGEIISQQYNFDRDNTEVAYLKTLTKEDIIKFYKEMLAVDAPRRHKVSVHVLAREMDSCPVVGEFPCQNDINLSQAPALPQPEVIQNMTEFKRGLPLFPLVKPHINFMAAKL
VIM-2 inh – blocks Pseudomonas aeruginosa VIM-2 metallo-beta-lactamase; inhibition, % at 5.6 µM; purified VIM-2, nitrocefin hydrolysis, epi-absorbance fluorescence; 290,000 tested, 0.89% active;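 active = inhibition above the mean of all tested compounds plus 3 SD, cutoff set per screening run, cut at about 7.5% in these data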;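 note: red hydrolysis product quenches plate fluorescence so inhibitors raise well fluorescence; 0% = enzyme with DMSO and 100% = DMSO without enzyme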
M18AAP inhibitor – PfM18AAP enzyme inhibition | 290,000 tested, 1.2% active | AID 1822 | inhibition, % at 7.35 µM | recombinant PfM18AAP, H-Glu-NHMec fluorogenic cleavage;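 active = inhibition above the campaign mean inhibition over all tested compounds plus 3 SD, cut at about 28% in these data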;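 note: 0% = plate median of test compound wells and 100% = 2 mM ZnCl2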
p-CIP stab down – p/CIP protein destabilization; Q05BA5; F442A p/CIP-EGFP cells, EGFP fluorescence, 16 h; decrease of EGFP signal, % at 10 µM; 290,000 tested, 0.01% active;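 active = EGFP signal decrease of at least 30% at 10 µM or well 3 SD below plate mean, unless failing retest; inactive = the rest, including hits failing retest or dose response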; note: some compounds called inactive have numbers as strong as hits; many of its hits are not listed in these tables
IMP-1 inhibitor – blocks Pseudomonas aeruginosa IMP-1 metallo-beta-lactamase. 290,000 tested, 0.45% active. purified IMP-1, nitrocefin hydrolysis, epi-absorbance fluorescence. inhibition, % at 5.6 µM. AID 1556;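 active = inhibition above the mean plus 3 SD of all compounds in the same screening run, cut at about 4.5% in these data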;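 note: 0% = IMP-1 with DMSO and 100% = DMSO wells lacking enzyme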
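System – purified recombinant IMP-1 beta-lactamase · Input – IMP-1 dispensed at 0.2 nM · Timing – 15 min preincubation plus 25 min reaction at 25 °C · Signal – Epi-absorbance fluorescence, 480 nm excitation, 530 nm emission · Measure – percent IMP-1 inhibition derived from blank-referenced optical density · Controls – Enzyme-plus-DMSO low control, enzyme-free DMSO high control · Replication – singlicate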
GPR7 antag – blocks human GPR7 receptor signaling | P48145 | GPR7-expressing cells, fluorescence antagonist assay | inhibition, % at 4.4 µM | 290,000 tested, 1.1% active | AID 1861; in the data active = inhibition above about 16%, passing the limit was not always enough;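 note: cells stimulated with the agonist NPW; 0% = agonist with vehicle and 100% = vehicle without agonist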
IDE cell inh – inhibits human insulin-degrading enzyme in HEK cells; P14735; FAbetaB cleavage, fluorescence polarization; inhibition, % at 5.59 µM; 320,000 tested, 0.41% active;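 active = percent inhibition above the average of all tested compounds plus 3 SD, set per screening campaign, cut at about 16% in these data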;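 note: IDE supplied by intact live HEK cells; FP after avidin binding of uncleaved biotin substrate so inhibition keeps polarization high; 0% = DMSO wells and 100% = 60 µM reference IDE inhibitor Ii1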
PHOSPHO1 inh – PHOSPHO1 (human) inhibition; AID 1565; 290,000 tested, 1.1% active; Q8TCT1; recombinant PHOSPHO1, absorbance phosphatase assay; inhibition, % at 13.3 µM; in the data active = inhibition above about 60%
An asterisk follows results filed as active; · = not tested or not shown. Compounds were not picked by outcome; any-hit rate near 5.3%.

GPR7 antag | VIM-2 inh | PHOSPHO1 inh | IDE cell inh | IDE cell activ | IMP-1 inhibitor | NALP1 inh | M18AAP inhibitor | p-CIP stab down | Compound
-4 | -0.9 | -17 | -3 | 6 | -3.3 | 26 | 1 | -2 | CCc1nc2c(c(=O)c3ccccc3n2C)c(=O)n1C1CCCCCC1
-6 | -3.7 | 37 | 1 | 3 | -3.2 | · | -10 | 11 | CCCOc1ccc(C2C(C(=O)OC)=CN(CCOC)C=C2C(=O)OC)cc1
-5 | -2.9 | 4 | 1 | · | -3.6 | 33 | 2 | -9 | Cn1c(=O)c2[nH]c(-c3ccccc3O)nc2n(C)c1=O
-10 | -0.9 | -17 | 7 | -2 | -3.3 | -4 | 0 | 2 | COc1cc(C)ccc1OCCOCCOc1c(C)cc(C)cc1Br
-4 | -3.0 | 23 | 4 | 2 | -1.9 | 6 | -3 | 0 | CN(C)Cc1cnc2ccc(Cl)cn12
-13 | -1.6 | -3 | 0 | 1 | -3.0 | 25 | 5 | -2 | CCCCOC(=O)c1ccc(N/C(=N\S(=O)(=O)c2ccccc2)c2ccccc2)cc1
0 | -0.5 | -11 | -1 | 4 | -6.0 | 30 | 5 | -11 | COc1ccc(C2=NS(=O)(=O)N(C)C(C(=O)NCc3ccc(F)cc3)=C2)cc1OC
-13 | -2.2 | 15 | -1 | 7 | -2.4 | 8 | 4 | -7 | COc1cc(/C=C/C(=O)N[C@@H](Cc2c[nH]c3ccccc23)C(=O)O)ccc1O
-10 | -2.2 | -12 | -1 | -3 | -3.4 | 10 | 0 | 5 | O=C(N/N=C/c1ccccc1C(=O)O)c1cc(-c2ccc3c4c(cccc24)CC3)n[nH]1
-9 | -0.9 | -8 | 3 | -4 | -0.8 | 7 | 0 | -3 | COc1cc(OC)cc(-c2nc(-c3ccccc3)no2)c1
-5 | 0.3 | 20 | 3 | -2 | 0.5 | · | 0 | -9 | O=c1[nH]c2ccc(NC(=S)NCCc3ccccc3)cc2[nH]1
101* | -1.2 | 20 | -8 | 3 | 0.8 | -10 | -7 | -14 | Cc1cc(C)c(S(=O)(=O)NC2CC(C)(C)NC(C)(C)C2)cc1C
-8 | -3.1 | 45 | -12 | 2 | -5.2 | 8 | 3 | -17 | CCc1cc2c(=O)c(-c3nc4ccccc4n3C)c(COCC(=O)O)oc2cc1O
-6 | -1.8 | · | -3 | -4 | -2.7 | 23 | -2 | 9 | COc1ccc(-c2nc(CN3CCN(Cc4cccc(F)c4)CC3)c(C)o2)cc1
1 | -3.9 | 33 | -8 | 6 | 0.9 | 4 | 11 | -4 | Cc1[nH]nc(-c2ccc(O)cc2O)c1-c1ccc(Cl)cc1
-7 | -3.9 | 14 | · | 2 | -4.2 | 11 | -8 | 17 | Cc1ccccc1OCCCN1CCOCC1
6 | -0.7 | 43 | -1 | 3 | -3.7 | 19 | 1 | -8 | CSc1nnc2c3ccccc3n(Cc3ccccc3)c2n1
12 | 0.3 | 18 | -1 | 2 | -0.3 | 34 | -7 | 12 | CCCC(=O)Nc1ccc(Cl)c(NC(=O)c2cccnc2)c1
-1 | -5.2 | 0 | 4 | -1 | -4.2 | 14 | 1 | -2 | CCCC(=O)Nc1ccc(Cl)c(NC(=O)c2ccc([N+](=O)[O-])cc2Cl)c1
-11 | 0.5 | 46 | 5 | 2 | -1.6 | 8 | 6 | -14 | Cc1ccc(C)n1CCN1CCN(CC(=O)Nc2ccc(S(N)(=O)=O)cc2)CC1

(list continues)
GPR7 antag | VIM-2 inh | PHOSPHO1 inh | IDE cell inh | IDE cell activ | IMP-1 inhibitor | NALP1 inh | M18AAP inhibitor | p-CIP stab down | Compound
3 | -0.8 | 13 | 7 | 4 | 0.7 | -1 | -2 | -7 | O=C(CCN1C(=O)/C(=C\c2cccc(Br)c2)SC1=S)N1CCOCC1
-13 | -2.2 | -22 | -5 | 0 | -1.4 | 25 | 0 | -1 | Cc1cc2ccc(C)c(C)c2nc1SCC(=O)c1cccs1
30 | 2.5 | 33 | -6 | -6 | -1.9 | -4 | -12 | -23 | O=[N+]([O-])c1cc([N+](=O)[O-])c2cc3ccccc3nc2c1
-7 | 1.5 | 38 | -2 | 4 | 0.3 | · | 32* | -5 | Cc1sc2nc(CN3CCN(c4ccc(O)cc4)CC3)[nH]c(=O)c2c1C
1 | -3.9 | · | 0 | 6 | -7.1 | · | -2 | · | Cn1c(N2CCN(c3ccccn3)CC2)nc2c1c(=O)n(Cc1ccccc1Cl)c(=O)n2C
-13 | 0.6 | 26 | -3 | -2 | 1.5 | 27 | 7 | 8 | Cc1ccc(/C=N/NC(=O)Cc2ccc(Cl)cc2)s1
-11 | -1.3 | -1 | 1 | 1 | -3.6 | 17 | 8 | 9 | CCn1cc(C2=NC(CCSC)CO2)c2ccccc21 (centres undefined)
-5 | -1.8 | 10 | 6 | -2 | -0.4 | 15 | -6 | 2 | Cc1ccc(CNC(=O)CSc2nnc3c(n2)[nH]c2ccccc23)cc1
-2 | -1.7 | 25 | 2 | -4 | -0.7 | 18 | -2 | -2 | CC(C)NC(=O)c1cc2c(C(F)(F)F)nn(C)c2s1
-7 | -1.2 | -14 | 12 | 2 | -5.7 | -47 | -2 | 0 | CN(C)CCCNCCCNC(=O)/C(=N\O)c1ccccn1
8 | -0.4 | -20 | 4 | 3 | 0.6 | -7 | 7 | -11 | O=C(Nc1cccc([N+](=O)[O-])c1)Nc1cccs1
0 | -3.6 | -2 | 5 | 5 | -3.6 | 6 | -1 | 5 | O=C(CSCc1ccccc1Cl)Nc1ccc(C(=O)O)cc1
29* | 4.9 | 11 | 4 | 2 | 0.3 | -15 | -2 | -8 | O=C(OCC(=O)N1CCN(S(=O)(=O)c2ccccc2)CC1)c1ccc([N+](=O)[O-])o1
-7 | -1.8 | -25 | 0 | -3 | -0.2 | 23 | -6 | -7 | Cc1cc(C)c(-c2cc(NC(=O)CSc3nncn3C)n(-c3ccccc3)n2)cc1C
12 | -0.6 | · | 1 | 3 | -1.8 | 13 | -6 | -4 | COCCN1CC(=O)N2C(c3cccc(OC)c3)c3[nH]c4ccccc4c3C[C@H]2C1=O (some centres undefined)
-4 | -0.5 | 5 | 3 | 8 | -2.5 | 11 | 0 | 5 | Cc1onc(-c2c(Cl)cccc2Cl)c1C(=O)NC(C)(C)CO
-19 | -1.5 | -4 | 3 | 0 | -3.2 | 30 | -4 | -2 | N/C(=N\OC(=O)c1cc(Cl)ccc1Cl)c1ccccn1
10 | -3.3 | -2 | 2 | -1 | -2.7 | -15 | -5 | 4 | CC/C(O)=C1\C(=O)CCCC1=NCc1nc2ccccc2[nH]1
17 | 1.4 | 43 | -4 | -4 | -2.8 | 12 | -7 | -17 | CC(C)(C)OC(=O)N1CCN(c2ccc([N+](=O)[O-])cc2)CC1
-5 | -3.2 | -5 | 3 | 4 | -5.4 | 11 | -1 | -1 | O=C(O)CSc1nnnn1-c1ccccc1

Of the compounds above, these contain an aryl thioether with sulfur outside any ring.
GPR7 antag | VIM-2 inh | PHOSPHO1 inh | IDE cell inh | IDE cell activ | IMP-1 inhibitor | NALP1 inh | M18AAP inhibitor | p-CIP stab down | Compound
6 | -0.7 | 43 | -1 | 3 | -3.7 | 19 | 1 | -8 | CSc1nnc2c3ccccc3n(Cc3ccccc3)c2n1
-13 | -2.2 | -22 | -5 | 0 | -1.4 | 25 | 0 | -1 | Cc1cc2ccc(C)c(C)c2nc1SCC(=O)c1cccs1
-5 | -1.8 | 10 | 6 | -2 | -0.4 | 15 | -6 | 2 | Cc1ccc(CNC(=O)CSc2nnc3c(n2)[nH]c2ccccc23)cc1
-7 | -1.8 | -25 | 0 | -3 | -0.2 | 23 | -6 | -7 | Cc1cc(C)c(-c2cc(NC(=O)CSc3nncn3C)n(-c3ccccc3)n2)cc1C
-5 | -3.2 | -5 | 3 | 4 | -5.4 | 11 | -1 | -1 | O=C(O)CSc1nnnn1-c1ccccc1

(listing goes on)
GPR7 antag | VIM-2 inh | PHOSPHO1 inh | IDE cell inh | IDE cell activ | IMP-1 inhibitor | NALP1 inh | M18AAP inhibitor | p-CIP stab down | Compound
2 | 0.5 | 57 | 7 | 8 | -6.0 | 26 | 0 | -8 | O=C(Oc1ccc(Br)cc1C(=S)N1CCCCC1)c1cc([N+](=O)[O-])cc([N+](=O)[O-])c1
-1 | -0.3 | 41 | 7 | -1 | 0.1 | 0 | -9 | -8 | CCNC(=S)N1CCC(NC(=O)C2CCCCC2)CC1
-9 | -0.5 | -9 | -8 | 3 | -2.6 | 8 | -1 | 9 | O=C(Nc1ccc(F)c(F)c1)c1ccccc1-c1ccccc1
-9 | -2.9 | 2 | -2 | -2 | -2.5 | 6 | -2 | 12 | CC(NC(=O)C(NC(=O)C1CCCN1C(=O)OC(C)(C)C)C(C)C)C(N)=O (centres undefined)
-5 | -2.5 | 29 | 0 | 4 | -1.7 | 4 | -11 | -3 | CCOC(=O)c1ccc(S(=O)(=O)N2CCN(C(=O)c3cc(=O)c4ccccc4o3)CC2)cc1
-5 | 4.0 | 41 | 1 | -2 | -1.1 | 16 | -2 | -13 | COC(=O)c1sccc1NC(=O)c1cc(OC)c(OC)c(OC)c1
5 | -0.3 | -24 | 2 | 4 | -0.8 | 10 | 10 | -8 | COc1ccc(C(=O)C[n+]2cn(C(F)F)c3ccccc32)c(F)c1
6 | 0.1 | 35 | -2 | 4 | -1.2 | 5 | -9 | -28 | CC(C)C(=O)N1CCN(c2ccc(NC(=S)NC(=O)c3cc4ccccc4o3)cc2)CC1
1 | -3.5 | 24 | 5 | -11 | -1.3 | -2 | -7 | -17 | CC(=O)c1ccc(N2CCC(c3cc(-c4ccc(Cl)cc4)n[nH]3)CC2)c([N+](=O)[O-])c1
10 | -1.6 | 28 | 6 | 3 | -3.0 | 13 | 13 | -14 | COc1cccc(C(=O)Nc2sc3c(c2C#N)CCN(C(C)=O)C3)c1
3 | 1.4 | 24 | 3 | 1 | 1.3 | 8 | -15 | -3 | Cc1ccccc1CC(=O)NC1CCCc2ccccc21 (centres undefined)
11 | -1.4 | 30 | -1 | 4 | -2.1 | 8 | -4 | -8 | COc1ccccc1NS(=O)(=O)c1ccc(S(=O)(=O)N2CCOCC2)cc1
-10 | 0.3 | 37 | -11 | · | -1.8 | -2 | -13 | 2 | O=C(O)c1ccc(Cn2c(SCc3cc(=O)n4cc(Br)ccc4n3)nc3ccsc3c2=O)cc1
5 | -1.8 | 0 | 0 | -1 | -2.0 | 1 | 6 | 0 | O=C(NCc1ccco1)/C(=C\c1cccs1)NC(=O)c1cccs1
-20 | -0.3 | 8 | 3 | -7 | -2.1 | · | 4 | -9 | COC(=O)c1ccccc1SC(CC(=O)c1ccccc1)c1ccc(F)cc1 (centres undefined)
1 | -5.0 | 14 | -1 | 2 | -5.2 | 16 | -14 | 1 | Cc1ccc(O)c(C2=NCCNC(C(F)(F)F)=C2)c1
